MBD2 DNA inh = inhibitors of MBD2 binding to methylated DNA, primary screen, biochemical, TR-FRET, DNA-binding domain, human | inhibition, % at 4.4 µM | MBD2 binding to methylated oligonucleotide | Methyl-CpG-binding domain protein 2 (Homo sapiens), Q9UBB5 | AID 686964, 2013 | actives 0.31% (n = 370,000); in the data active = inhibition above about 13%
Target sequence (Q9UBB5 whole entry, looked up, the tested form may be a part): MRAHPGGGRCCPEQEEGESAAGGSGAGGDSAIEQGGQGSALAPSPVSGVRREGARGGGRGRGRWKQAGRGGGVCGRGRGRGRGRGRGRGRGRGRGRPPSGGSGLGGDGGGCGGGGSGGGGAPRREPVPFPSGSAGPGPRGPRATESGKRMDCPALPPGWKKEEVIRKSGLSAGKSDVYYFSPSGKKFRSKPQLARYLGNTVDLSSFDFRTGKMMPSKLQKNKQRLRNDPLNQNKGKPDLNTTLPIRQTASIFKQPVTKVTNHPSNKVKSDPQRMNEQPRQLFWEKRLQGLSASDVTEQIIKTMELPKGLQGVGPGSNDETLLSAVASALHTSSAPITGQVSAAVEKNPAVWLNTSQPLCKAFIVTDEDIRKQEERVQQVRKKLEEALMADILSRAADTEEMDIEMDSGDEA
PRMT1 FP inh = PRMT1 methyltransferase inhibitors, primary screen, biochemical, fluorescence polarization; Protein arginine N-methyltransferase 1 (Homo sapiens), Q99873; recombinant PRMT1, activity-based probe fluorescence polarization; AID 652257, 2013; inhibition, % at 2.79 µM; actives 1.3% (n = 370,000);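 active = inhibition above about 21% made by adding two undisclosed values, limit read from the data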
GC-B act = human GC-B receptor activators, primary screen, HEK293 GC-B cells, cGMP TR-FRET, EC30 CNP. Atrial natriuretic peptide receptor 2 (Homo sapiens), P20594. 0% at EC30 CNP, 100% saturating CNP. activation, % at 10 µM. actives 0.11% (n = 370,000);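 active = activation at 10 µM reaching about 35% in either raw or pattern-adjusted values, limit read from the data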
SIAE primary = human SIAE inhibitors, primary screen, biochemical, fluorescence polarization, FP-Rh probe, 1536-well HTS. Sialate O-acetylesterase (Homo sapiens), Q9HAT2. SIAE FP-Rh probe binding. inhibition, % at 9.66 µM. actives 0.69% (n = 370,000). AID 1053197, 2014;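 active = inhibition above a cutoff: mean of compounds within the control limits plus 3 SD of those, cut at about 17% in these data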;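 also: 0% = plate median of compound wells and 100% = probe without SIAE protein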
ABHD4 inh = ABHD4 inhibitors, primary screen, biochemical, fluorescence polarization, mouse | (Lyso)-N-acylphosphatidylethanolamine lipase (Mus musculus), Q8VD66 | purified mABHD4, FP-Rh probe fluorescence polarization | inhibition, % at 8.92 µM | actives 0.54% (n = 370,000) | AID 720543, 2013;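 active = inhibition exceeding the mean over every tested compound plus 3 SD, cut at about 30% in these data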;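 also: 0% = plate median of compound wells and 100% = S159A mutant with DMSO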
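assay system = mABHD4 protein | compound dosing = single nominal dose of 8.92 µM, 0.89% DMSO final | read-out basis = percent inhibition of probe binding, normalized to plate controls | schedule = Enzyme–compound pre-incubation 45 min, then probe 60 min, both 25 °C | detection = fluorescence polarization, excitation 525 nm, emission 598 nm, BODIPY TMR filters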
TDP2 absorb = human TDP2 enzyme inhibitors, primary screen, biochemical, epi absorbance, recombinant enzyme | Tyrosyl-DNA phosphodiesterase 2 (Homo sapiens), O95551 | actives 0.34% (n = 370,000) | inhibition, % at 12.8 µM | T5PNP hydrolysis, p-nitrophenol absorbance 415 nm;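 active = inhibition above the mean of all tested compounds plus 3 SD, set per campaign, cut at about 25% in these data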;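 also: 0% = DMSO with enzyme and 100% = buffer with substrate but no TDP2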
Target sequence (O95551 whole entry, looked up): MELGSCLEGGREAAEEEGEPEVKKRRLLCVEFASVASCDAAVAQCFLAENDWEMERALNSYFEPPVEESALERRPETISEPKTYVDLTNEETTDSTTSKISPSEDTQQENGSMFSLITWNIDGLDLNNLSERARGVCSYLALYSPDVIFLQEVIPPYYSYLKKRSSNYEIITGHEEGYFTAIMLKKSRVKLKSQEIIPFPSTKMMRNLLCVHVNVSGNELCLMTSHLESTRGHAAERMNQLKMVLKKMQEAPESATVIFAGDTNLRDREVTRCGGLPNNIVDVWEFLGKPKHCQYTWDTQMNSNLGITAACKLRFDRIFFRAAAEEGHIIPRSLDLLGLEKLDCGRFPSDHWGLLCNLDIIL
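System – recombinant human TDP2 · Amount – 120 nM TDP2 per well · Buffer or medium – Mg2+-containing Tris-HCl buffer, pH 7.5 · Reagent – T5PNP substrate, 5 mM · Dosing – 12.8 µM single point, 1% DMSO · Incubation – 2 h at 37 °C · Measured by – epi absorbance · Read-out basis – percent inhibition · Benchmarks – high control without enzyme, low control DMSO plus TDP2 · Repeats – singlicate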
HTRA1 inhibitor = HTRA1 serine protease inhibitors, primary screen, biochemical, fluorescence polarization, HTS; recombinant HTRA1, FP-rhodamine activity-based probe; inhibition, % at 5.96 µM; actives 0.5% (n = 340,000); AID 504803, 2011; in the data active = inhibition above about 36%;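 also: 0% = enzyme with DMSO and 100% = wells lacking enzyme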
TCR-CD3 inh = inhibitors of human TCR-CD3 interaction, primary screen, biochemical, fluorescence, TAMRA-labeled TCR probe; inhibition, % at 9.4 µM; actives 0.37% (n = 360,000); in the data active = inhibition above about 19%;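 also: recombinant mutant TCR 2C K166C tagged with TAMRA read by polarization; 0% = receptor in buffer alone and 100% = receptor with positive control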
rCAG RNA binder = binders of r(CAG) RNA repeats, primary screen, biochemical, fluorescence; r(CAG) RNA repeat, TO-PRO-1 dye displacement fluorescence; inhibition, % at 3 µM; actives 1.3% (n = 370,000);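 active = inhibition above the plate cutoff, the mean of all test compounds on that plate plus 3 SD, cut at about 35% in these data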;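 also: 0% = DMSO alone and 100% = 100 µM mitoxantrone as full dye displacement; higher means more dye released from RNA so lower well fluorescence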
LEDGF integ inh = blockers of LEDGF/p75-dependent integrase strand transfer – biochemical, TR-FRET, high throughput, primary screen; TR-FRET IN-LEDGF/p75 DNA integration, Eu/Cy5; inhibition, % at 3.7 µM; AID 743269, 2014; actives 0.64% (n = 370,000);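 active = inhibition above the screen-wide mean plus 3 SD, cut at about 13% in these data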;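 also: signal is the Cy5 over europium emission ratio at 671 and 618 nm; 0% = plate median of compound wells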
An asterisk follows results filed as active.

Screening CCN1CCN(C(=O)C(Cc2ccccc2)NC(=O)c2ccc(Cl)c(S(=O)(=O)N(C)C)c2)CC1 (centres undefined) returned MBD2 DNA inh 4, PRMT1 FP inh 0, GC-B act 0, SIAE primary 0, ABHD4 inh -3, TDP2 absorb -4, HTRA1 inhibitor 21, TCR-CD3 inh 1, rCAG RNA binder 4 and LEDGF integ inh -4.
Screening c1ccc(C2CC(c3ccccc3)n3c(nc4ccccc43)N2)cc1 (centres undefined) returned MBD2 DNA inh 2, PRMT1 FP inh -1, GC-B act -2, SIAE primary 6, ABHD4 inh 7, TDP2 absorb -3, HTRA1 inhibitor -1, TCR-CD3 inh -1, rCAG RNA binder 2 and LEDGF integ inh 1.
COc1ccc(OC)c(C(C)NC(=O)C(C)Cc2ccccc2)c1 (centres undefined) was read as MBD2 DNA inh -5, PRMT1 FP inh 0, GC-B act -6, SIAE primary -2, ABHD4 inh -4, TDP2 absorb 4, HTRA1 inhibitor -7, TCR-CD3 inh 2, rCAG RNA binder -6 and LEDGF integ inh -2.
`CCOC(=O)c1ccc(N/C=C/C(=O)C(C)(C)C)cc1` gave MBD2 DNA inh 4, PRMT1 FP inh 1, GC-B act -1, SIAE primary 4, ABHD4 inh -6, TDP2 absorb -5, HTRA1 inhibitor -2, TCR-CD3 inh -1, rCAG RNA binder -9 and LEDGF integ inh -5.
Screening O=C(Nc1ccc2nc3n(c(=O)c2c1)CCCCC3)c1c(F)ccc([N+](=O)[O-])c1F returned MBD2 DNA inh 3, PRMT1 FP inh 1, GC-B act 27, SIAE primary -7, ABHD4 inh -2, TDP2 absorb 25*, HTRA1 inhibitor -22, TCR-CD3 inh -2, rCAG RNA binder 8 and LEDGF integ inh 17*.
For O=C(NCC1CCCO1)c1ccc2c(c1)N(Cc1ccc(F)cc1Cl)C(=O)CS2 (centres undefined) the results were MBD2 DNA inh 4, PRMT1 FP inh -1, GC-B act 6, SIAE primary -2, ABHD4 inh -5, TDP2 absorb -12, HTRA1 inhibitor -7, TCR-CD3 inh 3, rCAG RNA binder -3 and LEDGF integ inh 3.
For Cc1cc(C)c(C)c(OCCCCN(C)Cc2ccccc2)c1 the results were MBD2 DNA inh 7, PRMT1 FP inh 1, GC-B act -9, SIAE primary -4, ABHD4 inh 13, TDP2 absorb 0, HTRA1 inhibitor -4, TCR-CD3 inh -5, rCAG RNA binder -9 and LEDGF integ inh 1.
CCCNC(=O)c1ccc(N2CCC3(CC2)CC(c2ccccc2)=NO3)c(NC(=O)c2cccc(OC)c2)c1 was read as MBD2 DNA inh -1, PRMT1 FP inh -3, GC-B act -5, SIAE primary -16, ABHD4 inh -3, TDP2 absorb 8, HTRA1 inhibitor -15, TCR-CD3 inh 3, rCAG RNA binder 0 and LEDGF integ inh 0.
O=C(CCCc1ccccc1)NCCc1ccc(F)cc1 was read as MBD2 DNA inh 3, PRMT1 FP inh 2, GC-B act 3, SIAE primary -11, ABHD4 inh -8, TDP2 absorb -32, HTRA1 inhibitor 1, TCR-CD3 inh 1, rCAG RNA binder 0 and LEDGF integ inh 3.
For COc1cc(/C=N/N2CCOCC2)ccc1OCc1ccc(Cl)cc1 the results were MBD2 DNA inh 4, PRMT1 FP inh -2, GC-B act -2, SIAE primary 8, ABHD4 inh 0, TDP2 absorb -6, HTRA1 inhibitor 9, TCR-CD3 inh 3, rCAG RNA binder -6 and LEDGF integ inh 1.
Screening O=C(Nc1ccc(C(=O)N2CCCCC2)cc1)C1CC1 returned MBD2 DNA inh 4, PRMT1 FP inh 3, GC-B act 2, SIAE primary 4, ABHD4 inh 6, TDP2 absorb 8, HTRA1 inhibitor 5, TCR-CD3 inh 0, rCAG RNA binder 1 and LEDGF integ inh 4.
For COC(=O)C1(C)Nc2ccccc2C(=O)N1c1ccccc1C (centres undefined) the results were MBD2 DNA inh 3, PRMT1 FP inh 0, GC-B act 1, SIAE primary -6, ABHD4 inh 4, TDP2 absorb 0, HTRA1 inhibitor -9, TCR-CD3 inh 1, rCAG RNA binder 1 and LEDGF integ inh -5.
Screening CC1(C)CC(=O)C=C(c2ccccc2-c2ccc3c(c2)OCO3)C1=O returned MBD2 DNA inh -5, PRMT1 FP inh 1, GC-B act -3, SIAE primary 4, ABHD4 inh 6, TDP2 absorb -4, TCR-CD3 inh -4, rCAG RNA binder 0 and LEDGF integ inh -1.
For O=C(NCc1ccc(Cl)cc1)c1cccc(NC(=O)c2ccccc2)c1 the results were MBD2 DNA inh -1, PRMT1 FP inh -1, GC-B act 4, SIAE primary -24, ABHD4 inh -17, TDP2 absorb 2, HTRA1 inhibitor -68, TCR-CD3 inh 5, rCAG RNA binder 2 and LEDGF integ inh 1.
COC(=O)c1ccc(CN2C(=O)NC3(CCCc4ccccc43)C2=O)o1 (centres undefined) was read as MBD2 DNA inh 6, PRMT1 FP inh 0, GC-B act -1, SIAE primary 2, ABHD4 inh 5, TDP2 absorb -8, HTRA1 inhibitor 0, TCR-CD3 inh -1, rCAG RNA binder -3 and LEDGF integ inh 0.
Screening COc1ccc(/C=N/n2cnc3c([nH]c4ccc(F)cc43)c2=O)cc1CSc1ccccn1 returned MBD2 DNA inh 1, PRMT1 FP inh 0, GC-B act 2, SIAE primary -4, ABHD4 inh -7, TDP2 absorb -2, HTRA1 inhibitor 5, TCR-CD3 inh 1, rCAG RNA binder 3 and LEDGF integ inh -2.
For Cc1cc(N2CCOCC2)nc(-c2ccccc2O)n1 the results were MBD2 DNA inh 2, PRMT1 FP inh 5, GC-B act -3, SIAE primary -4, ABHD4 inh 7, TDP2 absorb 5, HTRA1 inhibitor 0, TCR-CD3 inh -11, rCAG RNA binder -5 and LEDGF integ inh -4.
Screening O=C(CCC1CCCCC1)NCCS(=O)(=O)N1CCN(c2ccccc2)CC1 returned MBD2 DNA inh 1, PRMT1 FP inh 1, GC-B act 6, SIAE primary 4, ABHD4 inh 6, TDP2 absorb -1, HTRA1 inhibitor -8, TCR-CD3 inh -3, rCAG RNA binder -8 and LEDGF integ inh -4.
For Cn1c(SCc2c(Cl)cccc2Cl)nnc1-c1ccc2nonc2c1 the results were MBD2 DNA inh 2, PRMT1 FP inh 1, GC-B act 3, SIAE primary 5, ABHD4 inh 4, TDP2 absorb 1, HTRA1 inhibitor -1, TCR-CD3 inh -2, rCAG RNA binder -3 and LEDGF integ inh -4.
For CN1CCCN(C(=O)c2ccc(Br)s2)CC1 the results were MBD2 DNA inh 0, PRMT1 FP inh -3, GC-B act -1, SIAE primary 4, ABHD4 inh -4, TDP2 absorb -5, HTRA1 inhibitor 0, TCR-CD3 inh 14, rCAG RNA binder 0 and LEDGF integ inh 1.
Cc1ccc(NC(=O)c2ccccc2NS(=O)(=O)c2ccc(Cl)s2)cc1S(=O)(=O)N1CCOCC1 was read as MBD2 DNA inh 2, PRMT1 FP inh 2, GC-B act 0, SIAE primary -19, ABHD4 inh -40, TDP2 absorb -7, HTRA1 inhibitor -61, TCR-CD3 inh 2, rCAG RNA binder 87* and LEDGF integ inh 3.
CCCS(=O)(=O)NC(=O)C1(C)CCN(C(=O)c2nc(C)oc2C)C1 (centres undefined) was read as MBD2 DNA inh 6, PRMT1 FP inh -6, GC-B act 7, SIAE primary 7, ABHD4 inh -2, TDP2 absorb -8, TCR-CD3 inh 3, rCAG RNA binder 0 and LEDGF integ inh 2.
`O=C(CNC(=O)c1sc2ccccc2c1Cl)OCc1ccccc1` gave MBD2 DNA inh 1, PRMT1 FP inh -6, GC-B act 0, SIAE primary -3, ABHD4 inh -15, TDP2 absorb 2, HTRA1 inhibitor -29, TCR-CD3 inh 0, rCAG RNA binder 1 and LEDGF integ inh 1.
Screening O=C(/C=C/c1ccc(Cl)cc1)N1CCN(c2ccccc2[N+](=O)[O-])CC1 returned MBD2 DNA inh 6, PRMT1 FP inh -1, GC-B act -13, SIAE primary 4, ABHD4 inh -7, TDP2 absorb -1, HTRA1 inhibitor -21, TCR-CD3 inh -9, rCAG RNA binder -3 and LEDGF integ inh 1.
For CCOc1ccc(-n2c(C)nc3cc(C(=O)NCC4CCCO4)ccc32)cc1 (centres undefined) the results were MBD2 DNA inh 6, PRMT1 FP inh 6, GC-B act -2, SIAE primary 8, ABHD4 inh -10, TDP2 absorb -12, HTRA1 inhibitor 4, TCR-CD3 inh 3, rCAG RNA binder -5 and LEDGF integ inh 2.
COc1ccc(S(=O)(=O)N2Cc3ccccc3CC2C(=O)O)cc1OC (centres undefined) was read as MBD2 DNA inh 2, PRMT1 FP inh 2, GC-B act 1, SIAE primary 6, ABHD4 inh -4, TDP2 absorb 4, HTRA1 inhibitor -5, TCR-CD3 inh -2, rCAG RNA binder -1 and LEDGF integ inh 0.
`O=C(CCC(=O)n1ncc2ccccc21)N1CCCCC1` gave MBD2 DNA inh -3, PRMT1 FP inh -7, GC-B act 1, SIAE primary 0, ABHD4 inh 4, TDP2 absorb 13, HTRA1 inhibitor -1, TCR-CD3 inh 5, rCAG RNA binder 0 and LEDGF integ inh 7.
Screening CCC(=O)N1CCC1(C)C(=O)Nc1cccc2c1CCCC2 (centres undefined) returned MBD2 DNA inh 2, PRMT1 FP inh -2, GC-B act 0, SIAE primary -6, ABHD4 inh -3, TDP2 absorb -8, TCR-CD3 inh 4, rCAG RNA binder 0 and LEDGF integ inh 4.
Screening COc1ccc(-c2nn(-c3ccccc3)cc2/C=N/Nc2ccccn2)cc1OC returned MBD2 DNA inh -5, PRMT1 FP inh -2, GC-B act 2, SIAE primary 15, ABHD4 inh 1, TDP2 absorb -3, HTRA1 inhibitor -2, TCR-CD3 inh 7, rCAG RNA binder 6 and LEDGF integ inh 1.
N#CN=C(N)c1ccccc1 was read as MBD2 DNA inh -2, PRMT1 FP inh 1, GC-B act 0, SIAE primary -5, ABHD4 inh -2, TDP2 absorb 5, HTRA1 inhibitor 5, TCR-CD3 inh -7, rCAG RNA binder 2 and LEDGF integ inh 0.
For COc1ccc(Cc2noc(CN3CCCN(Cc4ccc(F)cc4)CC3)n2)cc1OC the results were MBD2 DNA inh 5, PRMT1 FP inh 2, GC-B act 0, SIAE primary 1, ABHD4 inh 4, TDP2 absorb 4, HTRA1 inhibitor 3, TCR-CD3 inh -10, rCAG RNA binder -6 and LEDGF integ inh -1.

From PubChem BioAssay

These rows are one share of the data, so the mix of outcomes need not match the whole.
